# Screening data deposited in PubChem BioAssay by several laboratories.
# bIAP activator = bovine intestinal alkaline phosphatase activators, primary screen, biochemical, bovine IAP, CDP-star luminescence. alkaline phosphatase, intestinal [Bos taurus]. purified bovine IAP, 30 min; stronger effect = higher value; fold of DMSO-control signal, blank-subtracted. activation factor at 20 µM. 0.17% of 200,000 active. AID 1016, 2008;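 active = activation factor of 2 or more at 20 µM, a signal rise over negative controls twice the positive control's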
# ROMK primary = ROMK potassium channel modulators, primary screen, cell-based, thallium flux, MLSMR library. ATP-sensitive inward rectifier potassium channel 1 (Homo sapiens), P48048. Tet-inducible ROMK, thallium flux fluorescence; actives lie on both sides. B-score at 10 µM. 2% of 130,000 active. AID 1918, 2009;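 active = signal ratio slope over the read window, or its plate-corrected B-score, at least 3 SD from the plate mean, either direction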;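 also: B-score of the F/F0 ratio slope over 7 to 12 s after thallium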
# Target sequence (P48048 whole entry, looked up): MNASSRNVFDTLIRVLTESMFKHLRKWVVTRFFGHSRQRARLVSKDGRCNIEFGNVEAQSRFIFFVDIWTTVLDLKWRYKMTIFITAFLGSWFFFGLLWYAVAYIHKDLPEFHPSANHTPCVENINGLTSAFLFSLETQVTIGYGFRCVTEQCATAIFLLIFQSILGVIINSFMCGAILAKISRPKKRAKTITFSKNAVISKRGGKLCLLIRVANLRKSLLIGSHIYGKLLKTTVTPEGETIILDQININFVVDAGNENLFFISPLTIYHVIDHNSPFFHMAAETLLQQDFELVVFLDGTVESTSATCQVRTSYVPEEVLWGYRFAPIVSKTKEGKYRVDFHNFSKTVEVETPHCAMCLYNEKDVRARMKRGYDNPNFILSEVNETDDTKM
# Redox H2O2 prof = compounds producing H2O2 with reducing agent – biochemical, NIH compound library profiling, artefact control for MLSCN library redox annotation, primary screen; activation, % at 10 µM; DTT-dependent redox cycling H2O2, phenol red/HRP absorbance; 100% = 100 µM peroxide control, 0% = buffer; 0.03% of 200,000 active;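 active = activation of at least 50% relative to the plate's high and low controls in the primary single-dose screen; inactive = activation below 50%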;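 also: compound incubated with DTT at 0.8 mM final as the reducing agent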
# PPARg SRC3 recr = PPARgamma agonists recruiting SRC-3 coactivator, primary screen, biochemical. biochemical PPARgamma/SRC-3 coactivator recruitment assay. activation, % at 8 µM. 0.26% of 200,000 active. AID 731, 2007; in the data active = activation above about 23%;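 also: 0% = DMSO and 100% = reference agonist; some compounds past the cut are filed as inactive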
# Target sequence (P37231 whole entry, looked up): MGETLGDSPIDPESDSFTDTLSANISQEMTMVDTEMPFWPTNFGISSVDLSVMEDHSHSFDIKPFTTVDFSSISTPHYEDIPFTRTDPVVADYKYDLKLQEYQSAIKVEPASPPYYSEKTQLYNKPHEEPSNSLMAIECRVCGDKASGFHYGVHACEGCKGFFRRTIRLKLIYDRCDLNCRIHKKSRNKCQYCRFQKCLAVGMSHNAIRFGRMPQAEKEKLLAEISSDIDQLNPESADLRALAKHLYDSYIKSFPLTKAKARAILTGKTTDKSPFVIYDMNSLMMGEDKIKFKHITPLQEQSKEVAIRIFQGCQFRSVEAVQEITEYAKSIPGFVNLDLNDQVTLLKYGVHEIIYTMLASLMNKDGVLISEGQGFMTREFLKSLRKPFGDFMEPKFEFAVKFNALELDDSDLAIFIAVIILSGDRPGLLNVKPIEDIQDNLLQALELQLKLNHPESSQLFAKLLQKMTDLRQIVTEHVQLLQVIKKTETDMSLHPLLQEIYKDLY
# S1P3 antagonist = S1P3 receptor antagonists, primary screen, cell-based | 0.27% of 170,000 active | CHO S1P3 NFAT-BLA reporter, FRET fluorescence, antagonist mode | AID 485, 2006 | Sphingosine 1-phosphate receptor 3 (Homo sapiens), Q99500 | inhibition, % at 4.98 µM;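 active = inhibition above the plate cutoff, the mean inhibition of test wells on that plate plus 3 SD, cut at about 28% in these data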;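 also: cells challenged with S1P at its EC80 of 0.8 µM; blue over green emission ratio from cleaved BLA substrate after 4 h stimulation; 0% = S1P-stimulated wells and 100% = unstimulated DMSO-only wells; some compounds past the cut are filed as inactive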
# SRC2 TRFRET art = TR-FRET signal artefacts, primary screen, artefact control for PPARgamma SRC-2 agonist project, biochemical; TR-FRET ratio at 8 µM; 0.4% of 200,000 active; TR-FRET artefact counter-screen; stronger effect = higher value; in the data active = TR-FRET ratio above about 2000; also: inactives centre near 1500
# bIAP inh = bovine intestinal alkaline phosphatase inhibitors, primary screen, selectivity assay for TNAP inhibitor project, biochemical, bovine IAP, CDP-star luminescence. alkaline phosphatase, intestinal [Bos taurus]. purified bovine IAP, 30 min. inhibition, % at 20 µM. 190,000 tested, under 10 active. AID 1019, 2008;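 active = over 50% inhibition of intestinal alkaline phosphatase at 20 µM in the single-dose screen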
#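 System: Purified bovine intestinal alkaline phosphatase (IAP) enzyme | Input: IAP diluted 1/65,000,000 in the well | Also added: CDP-star chemiluminescent phosphatase substrate, 30 µM final | Dosing: 20 µM single dose | Times: Enzyme reaction for 30 min at room temperature | Detection: Luminescence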
# L major viab = Leishmania major promastigote growth inhibition, primary screen. Leishmania major promastigotes, resazurin fluorescence viability. inhibition, % at 10 µM. 9% of 200,000 active. AID 1063, 2008; in the data active = inhibition above about 50%;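 also: promastigotes grown with compound for 44 hours at 28 °C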
# PPARg SRC2 recr = agonists of PPARg-SRC-2 recruitment, primary screen, biochemical, HTS; Peroxisome proliferator-activated receptor gamma (Homo sapiens), P37231; activation, % at 8 µM; PPARgamma LBD-SRC-2 recruitment; 0.34% of 200,000 active; in the data active = activation above about 22%;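 also: 0% = vehicle and 100% = reference agonist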
# PPARg SRC-1 ag = PPARgamma agonists recruiting SRC-1 coactivator, primary screen, biochemical | Peroxisome proliferator-activated receptor gamma (Homo sapiens), P37231 | PPARgamma-SRC-1 coactivator recruitment biochemical assay | activation, % at 8 µM | 0.41% of 200,000 active | AID 631, 2007; in the data active = activation above about 19%;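 also: 0% = DMSO and 100% = reference agonist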
# TLR4-MyD88 BLA = inhibitors of TLR4-MyD88 association in cells, primary screen, cell-based, HeLa CL3-4, BLA complementation, FRET ratio | HeLa CL3-4 TLR4/MyD88 BLA complementation | inhibition, % at 8.4 µM | 0.18% of 200,000 active | AID 861, 2007; in the data active = inhibition above about 25%;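 also: 0% = vehicle and 100% = reference inhibitor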
# The depositor's hits bear a star; . = not tested or not shown. Compounds as they come. About 11% of those tested had a hit in this group.
SMILES,bIAP activator,ROMK primary,Redox H2O2 prof,PPARg SRC3 recr,S1P3 antagonist,SRC2 TRFRET art,bIAP inh,L major viab,PPARg SRC2 recr,PPARg SRC-1 ag,TLR4-MyD88 BLA
Cc1oc(-c2cccc(Br)c2)[n+]([O-])c1C,1,0.83,-0.1,-2,-2,1749,-2,-4,4,4,-1
CCC1=C/C(=C\c2ccc3c(c2)OCO3)C(=O)S1,0.9,.,-0.4,11,21,1769,14,78*,9,12,5
O=S(=O)(CCCc1ccccc1)c1ncn[nH]1,0.9,.,0.1,5,8,1453,8,-8,2,3,5
CCOC(=O)N1CCN(CC(=O)Nc2cc(OC)c(OC)cc2C#N)CC1,0.9,0.39,8.1,3,-8,1715,6,-7,7,5,-2
CC(C)(C)c1ccc(C(=O)N/N=C2\C3CN4CCN(C3)CC2(c2ccccc2)C4)cc1,1.1,1.3,0.0,1,-9,1379,-8,-4,-3,-6,11
CC1(C)Cc2ccccc2-c2nnc(SCc3ccc(C#N)cc3)n21,0.8,.,2.4,10,-20,1614,25,24,9,1,2
COC(=O)c1nn(-c2ccccc2)c(Cl)c1/C=N/OCc1ccc(C)cc1,1,.,3.6,-10,.,1486,-1,-8,0,-3,-4
CCN(CCCn1c(=S)[nH]c2ccc(N3CCOCC3)cc2c1=O)c1ccccc1,1,0.5,-0.9,7,1,1574,3,13,4,10,14
COc1cc(C(=O)OCCCN2CCOCC2)ccc1O,0.9,-0.3,0.1,-5,-2,1488,6,-4,-3,0,6
COc1ccc(C(=O)CSc2nnc(CN3CCCCC3)n2-c2ccc(F)cc2)cc1OC,0.9,.,-0.1,0,3,1699,12,90*,0,3,1
Cc1ccc(CN2C(=O)CCC2C(=O)NCc2cccnc2)cc1 (stereo not drawn),1.1,.,1.7,0,.,1381,-12,-3,-3,0,15
CC(=O)/C(C(=N)N1CCN(C(c2ccccc2)c2ccccc2)CC1)=C(\C)O,0.9,0.0035,0.9,-4,13,1369,8,0,-7,-8,9
COc1ccc2[nH]cc(S(=O)(=O)c3ccc(C)cc3)c2c1,0.6,-1.2,-0.3,1,-11,1425,35,0,-9,-5,-9
FC(F)(F)c1ccc(C2Nc3cccc4cccc(c34)N2)cc1,0.8,1.3,-0.8,8,-29,1804,23,5,7,10,2
CC(=O)/C(=C/c1ccccc1)C(=O)Nc1ccccc1C,0.9,-3.6*,1.6,2,-8,1345,11,96*,-1,1,0
COC(=O)c1ccccc1NC(=S)N1CCN(c2ccccn2)CC1,0.9,-0.64,0.4,-2,-2,1373,8,5,-3,4,-17
CN(CC(CC(=O)Nc1nncs1)c1ccccc1)S(=O)(=O)c1ccccc1 (stereo not drawn),1,.,-1.0,2,-8,1530,2,-4,-8,7,-10
CCOc1ccc(N=CC2=C(O)CC(C)(C)CC2=O)cc1,0.9,.,1.1,-10,-4,1509,9,0,0,-1,-2
CCn1c(SCC(=O)N/N=C/C(C)=C/c2ccco2)nnc1-c1ccccc1,0.9,0.45,-4.2,2,.,1449,7,3,3,2,12
Cc1nn(Cc2ccc([N+](=O)[O-])cc2)c(=O)n1-c1ccccc1,1,.,1.2,-2,.,1649,2,-3,8,3,-1

# An excerpt of these results, tab-delimited:
Compound	bIAP activator	ROMK primary	Redox H2O2 prof	PPARg SRC3 recr	S1P3 antagonist	SRC2 TRFRET art	bIAP inh	L major viab	PPARg SRC2 recr	PPARg SRC-1 ag	TLR4-MyD88 BLA
CCOc1ccc(N=CC2=C(O)CC(C)(C)CC2=O)cc1	0.9	.	1.1	-10	-4	1509	9	0	0	-1	-2
CN(CC(CC(=O)Nc1nncs1)c1ccccc1)S(=O)(=O)c1ccccc1 (stereo not drawn)	1	.	-1.0	2	-8	1530	2	-4	-8	7	-10
CC(=O)/C(=C/c1ccccc1)C(=O)Nc1ccccc1C	0.9	-3.6*	1.6	2	-8	1345	11	96*	-1	1	0

# The list goes on:
SMILES,bIAP activator,ROMK primary,Redox H2O2 prof,PPARg SRC3 recr,S1P3 antagonist,SRC2 TRFRET art,bIAP inh,L major viab,PPARg SRC2 recr,PPARg SRC-1 ag,TLR4-MyD88 BLA
O=C(CSc1nc2ccccc2o1)Nc1cc(C(F)(F)F)ccc1N1CCOCC1,0.8,-1.3,0.1,-4,.,1566,15,7,2,-6,13
COCCNC(=O)CCCCCNS(=O)(=O)c1ccc(C)cc1,1,0.41,1.7,3,-7,1838,4,-2,-4,10,7
COc1ccc(C(=O)Nc2ccc3c(c2)OCO3)cc1OC,1.1,-1.6,-0.6,2,2,1535,-8,-3,-3,4,6
Cc1ccc(NC(=O)c2cc(S(=O)(=O)N3CCOCC3)c(Br)s2)cc1,1.1,.,-0.3,3,5,1632,-10,-1,-7,9,-21
COc1ccc(S(=O)(=O)N(CCc2ccccc2)CC(=O)O)cc1,1,-0.027,0.4,3,.,1397,-2,0,4,0,1
CC(C)=CC(=O)OCC(=O)Nc1nc(C)c(Cl)cc1Cl,0.8,.,-0.1,-5,-7,1438,20,11,-7,-5,3
CC(N=C(NS(=O)(=O)c1ccc(Cl)cc1)c1ccccc1)C(=O)O (stereo not drawn),1,0.46,0.0,-5,.,1638,0,-8,13,5,-1
CCOC(=O)c1ccc(NCc2ccc(N(C)C)cc2)cc1,0.9,.,1.6,6,24,1518,7,2,-7,7,19
O=C(NCc1ccco1)c1ccc(Cl)c(S(=O)(=O)N2CCc3ccccc32)c1,0.6,.,1.0,9,-4,1626,36,42,-4,3,-11
Cc1cc(C)nc(NC(=O)CSc2ncccn2)n1,0.9,0.094,1.0,-1,4,1567,5,-7,1,2,-8
CC1CCN(C(=O)CSc2nc3ccccc3[nH]2)CC1,1,0.73,-0.5,0,17,1528,5,2,9,2,3
Clc1ccc(-n2c(SC/C=C/c3ccccc3)nnc2-c2cccnc2)cc1,1,0.8,0.1,-4,.,1535,-4,74*,9,4,-10
Cc1ccc(-c2c(C)sc(NC(=O)C3C4CCC(O4)C3C(=O)O)c2C(=O)OC(C)C)cc1 (stereo not drawn),0.9,.,2.5,3,.,1618,7,-10,0,3,0
Cc1ccc(C2CCN(C(=S)NC(C)(C)C)C2)cc1 (stereo not drawn),1,0.2,-0.4,-1,-13,1446,2,3,11,2,-5
c1ccc(-c2nc(CSc3nnnn3-c3ccccc3)cs2)cc1,0.5,-0.89,-0.9,-2,.,1657,.,4,3,10,-2
O=C1CCN(S(=O)(=O)c2ccccc2)N1,1,.,1.8,-3,.,1613,-4,-8,-2,-2,-9
Cc1cc(C(C)(C)C)oc1C(=O)N(CC(=O)NC1CCCC1)Cc1ccc(F)cc1,0.8,.,1.9,-14,.,1532,20,0,-6,1,-8
CCOc1ccc(CO/N=C/c2c(C)[nH]c(=O)[nH]c2=O)cc1,0.9,0.00036,0.1,4,5,1528,10,-5,8,4,3
NC(N)=NS(=O)(=O)c1ccc(NC(=S)NC(=O)c2ccc(Br)cc2)cc1,1,0.98,-0.2,0,-19,1740,-4,-2,1,9,0
N#Cc1ccc(C(=O)Nc2cc(S(=O)(=O)Nc3ccc(Cl)cc3)ccc2N2CCCCC2)cc1,1.3,0.048,0.9,-1,-2,1682,-30,34,-2,0,0
COc1ccc(CSCC(=O)NN=C2CCN(C)CC2)cc1,1,-0.45,-2.2,0,1,1661,-3,-6,-3,3,2
COc1ccccc1NC(=O)C1CCCN(S(=O)(=O)c2cccc3nsnc23)C1 (stereo not drawn),0.9,0.033,0.0,-11,11,1484,10,3,7,-1,3
CCN(CC)C(=O)Oc1ccc(Br)c2ccccc12,1,-1.1,-0.5,-3,-1,1704,-2,7,5,3,-6
COc1ccccc1OCCn1cc(/C=C(\C#N)C(=O)NCc2ccco2)c2ccccc21,0.8,.,0.3,1,4,1552,23,53*,-7,0,7
COc1ccc(OC)c(C(=O)c2coc3ccc(OC)cc23)c1,1,.,-4.0,-1,-29,1462,1,7,4,8,-2
COc1ccc(NC(=S)N2CCN(C(=O)c3ccccc3)CC2)cc1,1.1,0.51,-0.6,1,-5,1673,-5,11,0,-6,-15
CN(C)/C(CN1CCOCC1)=C1\N=C(c2ccccc2)OC1=O,1,.,-1.8,-11,.,1491,5,-5,5,7,5
CCCCN(CCCC)Cc1ccc(C(=O)NN)o1,1.1,-0.17,-0.4,2,-5,1522,-10,-4,-6,7,8
CCOC(=O)c1ccccc1-c1csc(N)n1,1,1.3,-0.3,1,-13,1639,0,0,12,5,11
CCCN1C2CCCC1CC(NC(=O)NC1CCCCC1)C2 (stereo not drawn),1.1,.,-0.2,2,-29,1381,-10,-4,2,4,-1
CCOC(=O)c1c(C)n(C)c2ccc(O)c(S(=O)(=O)c3ccccc3)c12,1,0.98,0.2,3,.,1409,4,-1,6,11,-17
O=C(COc1ccccc1)Nc1ccc(-c2nnc(-c3ccco3)o2)cc1,0.9,-0.5,2.3,13,.,1739,12,-2,0,18,12
CCC(=O)N1CCc2cc(S(=O)(=O)NC(CC(C)C)C(=O)N3CCc4ccccc43)ccc21 (stereo not drawn),0.9,.,-0.6,0,.,1435,9,100*,11,1,-10
Cc1ccc(C(=O)NCc2ccco2)cc1Br,0.8,.,0.2,5,.,1508,17,-2,-3,1,4
CC1=CC2=NC(=O)CC(C)(C(=O)N(CC(=O)NC(C)(C)C)Cc3cccs3)N2C=C1 (stereo not drawn),0.9,.,1.2,1,.,1840,9,-2,20,14,0
CCOC(=O)c1cc(-c2ccc3c(c2)OCCO3)n[nH]1,0.9,-0.34,-0.7,2,-7,1556,10,-6,-3,-2,9
O=C(CNc1cccc2ccccc12)N/N=C/c1ccc([N+](=O)[O-])o1,0.8,0.13,0.8,2,1,1497,19,99*,9,1,1
CN(C(=O)COc1cc(=O)n(C)c2ccccc12)c1ccc(Cl)cc1,1,.,0.4,-4,-5,1522,-2,9,-8,-6,-19
COc1ccc(S(=O)(=O)N2CCCC2)cc1C(=O)N1CCOCC1,0.9,0.53,-0.1,4,4,1765,13,-1,-1,-1,-6
O=C(CN1C(=O)S/C(=C/c2cccs2)C1=O)N1CCOCC1,0.9,-1.2,0.2,-5,.,1546,11,-8,6,-2,-10
Cc1ccc(-c2nnc(N(C)C(=O)c3ccncc3)s2)cn1,0.9,0.62,-0.8,-5,9,1501,13,2,-4,4,-9
COc1cc(Cl)c(C)cc1NC(=S)NN,0.8,0.63,-0.3,3,-1,1721,23,-10,5,-1,12
FC(F)(F)c1cccc(/C=N/NC(=S)NC2CCCCC2)c1,0.8,0.25,0.6,-1,-2,1547,18,15,2,1,-21
Cc1cc(C(=O)CSc2nc3ccccc3n2CCC#N)c(C)n1Cc1cccs1,0.9,-0.28,-0.1,-2,.,1586,12,4,6,6,13
